Screens as filed in PubChem BioAssay.
Growth percent in the NCI-60 one-dose screen (48 h, 10 µM unless noted): 100 = growth as untreated, 0 = no growth, -100 = all killed.
NCI-H322M – NCI-H322M lung cancer; hit rate 2.7% among 80,000; AID 1794733
NCI-H522 – NCI-H522 lung cancer; hit rate 8% among 78,000; AID 1794739
IGROV1 – IGROV1 ovarian cancer | hit rate 4.7% among 79,000
NCI/ADR-RES – NCI/ADR-RES ovarian cells. hit rate 4.4% among 81,000. AID 1794790
NCI-H226 – NCI-H226 lung cancer; hit rate 3.5% among 79,000; AID 1794732
COLO 205 – COLO 205 colon cancer | hit rate 7.3% among 79,000 | AID 1794742
NCI-H460 – NCI-H460 lung cancer; hit rate 6.8% among 82,000; AID 1794736
SK-OV-3 – SK-OV-3 ovarian cancer cells | hit rate 3.2% among 80,000
NCI-H23 – NCI-H23 lung cancer; hit rate 4% among 80,000; AID 1794731
Active calls of the source: *; . = not tested or not shown; & = joins results of further samples; [ ] = remark or other dose. Rule for the calls: active = growth percent below 10; inactive = the rest.

SMILES	NCI-H322M	NCI-H522	IGROV1	NCI/ADR-RES	NCI-H226	COLO 205	NCI-H460	SK-OV-3	NCI-H23
O=C1/C(=C/c2ccc(OCc3ccc(F)cc3)cc2)Oc2cc(O)ccc21	85	51	91	83	76	127	83	79	67
O=C(O)c1ccccc1/C=C\c1ccccc1	102	92	97	101	100	128	108	118	96
Cn1cc(C#N)c(=O)[nH]c1=O	111	89	104	104	95	96	104	105	99
Cc1ccc(C(=O)Nc2ccc3c(c2)/C(=C/c2ccc(C)s2)C(=O)N3C)cc1	84	71	75	86	85	111	65	98	81
COc1ccc(-c2nc(SCC(C)C)nc(N/N=C\c3ccccc3O)c2C#N)cc1	94	101	98	101	96	112	71	106	96
CCOC(=O)c1ccc2c(c1)nc(NS(=O)(=O)c1ccc(C)cc1)n2-c1cc(OC)c(OC)c(OC)c1	94	91	102	99	104	120	104	107	101
COC(=O)c1cc(C)cc(O)c1C	93	97	124	98	96	107	110	100	93
CCN1CCN(S(=O)(=O)c2oc(-c3ccc(Cl)cc3)nc2C#N)CC1	97	-63*	7.9*	96	106	66	105	129	.
Nc1nc(Br)nc2c1ncn2C1CC(O)C(CO)O1 (centres undefined)	84	109	96	22	90	63	98	94	20
Oc1cc(/C=C/c2nc(N3CCOCC3)c3cc(Cl)c(Cl)cc3n2)cc(O)c1O	113	89	108	100	86	108	101	105	101
CCn1c(SCC(=O)c2ccc(OC)cc2)nnc1-c1ccncc1	115	94	113	107	103	115	110	121	105
CC(C)(NC(=O)O[C@H]1CCNC1)c1csc(-c2ccc(F)c(O)c2)n1	93	95	99	97	94	101	103	99	97
COc1ccc(-c2nc3c(N)c(CO)cnc3s2)cc1	76	92	85	87	42	104	98	100	87
CC1(C)[C@@H](OC(=O)c2cccnc2)CC[C@]2(C)[C@H]3C(=O)C=C4[C@@H]5C[C@](C)(C(=O)N6CCNCC6)CC[C@]5(C)CC[C@@]4(C)[C@]3(C)CC[C@@H]12	103	93	98	102	100	96	100	98	90
COc1cc(-c2c3c(cn2S(=O)(=O)c2ccccc2)-c2nc(Nc4ccccc4)sc2CC3)cc(OC)c1OC	72	61	84	81	.	111	94	96	94
CCCCCCC#CC(=O)O	93	93	103	101	120	.	105	101	103
NC1=N/C(=C2/CCNC(=O)c3[nH]ccc32)C(=O)N1	92	47	119	106	98	118	107	98	96
CCNC(=O)Oc1ccc(/C(=C(\C)c2ccccc2)c2ccc(OCCN(CC)CC)cc2)cc1	99	94	84	85	96	52	87	84	79
COc1ccc(/C(C)=C(\c2ccc(O)cc2)c2ccc(OCCN3CCCC3)cc2)cc1	93	100	101	98	80	99	96	105	89
CCCCC[C@H](O)c1ccccc1[C@@H]1O[C@@H](CCC(=O)OC)[C@H](O)[C@H]1O	106	95	118	101	89	112	107	100	94

Shown as labelled records: 4 of the compounds above
> NC1=N/C(=C2/CCNC(=O)c3[nH]ccc32)C(=O)N1
  NCI-H322M: 92	NCI-H522: 47	IGROV1: 119	NCI/ADR-RES: 106	NCI-H226: 98	COLO 205: 118	NCI-H460: 107	SK-OV-3: 98	NCI-H23: 96
> COC(=O)c1cc(C)cc(O)c1C
  NCI-H322M: 93	NCI-H522: 97	IGROV1: 124	NCI/ADR-RES: 98	NCI-H226: 96	COLO 205: 107	NCI-H460: 110	SK-OV-3: 100	NCI-H23: 93
> Nc1nc(Br)nc2c1ncn2C1CC(O)C(CO)O1 (centres undefined)
  NCI-H322M: 84	NCI-H522: 109	IGROV1: 96	NCI/ADR-RES: 22	NCI-H226: 90	COLO 205: 63	NCI-H460: 98	SK-OV-3: 94	NCI-H23: 20
> COc1ccc(/C(C)=C(\c2ccc(O)cc2)c2ccc(OCCN3CCCC3)cc2)cc1
  NCI-H322M: 93	NCI-H522: 100	IGROV1: 101	NCI/ADR-RES: 98	NCI-H226: 80	COLO 205: 99	NCI-H460: 96	SK-OV-3: 105	NCI-H23: 89

Next section
SMILES	NCI-H322M	NCI-H522	IGROV1	NCI/ADR-RES	NCI-H226	COLO 205	NCI-H460	SK-OV-3	NCI-H23
O=S(=O)(O)CCN1CCN(CCO)CC1	122	106	123	112	115	106	100	99	114
O=C(Cn1c(-c2ccccc2)nc2cc(Cl)c(Cl)cc21)N=Nc1c(O)[nH]c2ccc(Br)cc12	96	81	94	94	90	97	97	93	93
NC(N)=N/N=C/c1ccccc1Cl	105	99	100	104	86	129	97	111	109
Cc1nc2c(N)n[nH]c(=O)n2n1	102[100 µM]	95[100 µM]	107[100 µM]	101[100 µM]	97[100 µM]	114[100 µM]	106[100 µM]	112[100 µM]	104[100 µM]
O=C(O)c1ccc(-c2nn(-c3ccc(C(=O)O)cc3)cc2/C=N/Nc2ccc(Cl)cc2)cc1	86	68	88	95	95	106	104	80	95
O=C(Nc1ccc(N=Nc2ccc(S(=O)(=O)O)cc2)cc1)c1ccc(N=Nc2ccc3c(S(=O)(=O)O)cccc3c2O)cc1	105	86	109	102	98	115	.	106	93
COC(=O)[C@]12CC[C@@H](C)[C@H](C)[C@@H]1C1=CC[C@@H]3[C@@]4(C)C(C=O)=C[C@@](C)(COC(C)=O)C4=CC[C@@]3(C)[C@]1(C)CC2	25	-30*	13	12	11	-66*	-29*	6.8*	7.6*
O=C(CCN1CCCCC1)c1ccccc1	96&106	87&98	71&118	97&110	106&97	115&117	106&103	107&102	96&102
COc1ccc(NC(C)=O)c([N+](=O)[O-])c1	147	98	92	103	104	103	106	109	105
O=C(Nc1ccc2c(ccn2Cc2ccc(F)cc2)c1)c1cnccn1	100	.	79	94	82	109	104	110	98
O=C(N/N=C1\c2ccccc2-c2cccc(C(=O)O)c21)c1ccc(Br)cc1	97	94	93	106	100	113	98	94	99
Cc1ccc(S(=O)(=O)NCCNS(=O)(=O)c2ccc(C)cc2)cc1	101	87	93	92	100	116	104	92	89
Cc1nc(-c2cc3ccccc3c(N3CCN(C)CC3)n2)cs1	106	94	97	94	101	88	103	97	100
S=C(Nc1ccccc1)Nc1ccc(Nc2ncnc3sc4c(c23)CCNC4)cc1	105	83	87	105	80	107	104	76	103
CCOC(=O)c1[nH]c(C)c(CC)c1C	98	86	112	104	90	103	103	100	100
O=C(Nc1ccc([N+](=O)[O-])cc1)N1CCN(C(=O)Nc2ccc([N+](=O)[O-])cc2)CC1	105	92	113	101	95	104	111	92	95
COC(=O)c1c2c(c[n+]([O-])c1C)C(=O)C(NCc1ccccc1)=CC2=O	-8.7*	-30*	-54*	-14*	-9.3*	-53*	-30*	8.1*	-34*
CC(=O)/C(=C/c1ccccc1Br)C(=O)c1ccccc1	92	58	76	45	86	107	106	103	65
CCCCOc1ccc(C(=O)OCCN(C)C)cc1N	99	88	.	102	100	110	113	97	94
COc1cc(/C(C)=C(\c2ccc(Cl)cc2)c2ccc(OCCCN(C)C)cc2)ccc1F	94	93	79	93	104	67	63	105	97

One compound at a time (already shown). Order of values: NCI-H322M	NCI-H522	IGROV1	NCI/ADR-RES	NCI-H226	COLO 205	NCI-H460	SK-OV-3	NCI-H23
O=C(Nc1ccc(N=Nc2ccc(S(=O)(=O)O)cc2)cc1)c1ccc(N=Nc2ccc3c(S(=O)(=O)O)cccc3c2O)cc1 is entered as 105	86	109	102	98	115	.	106	93
COc1ccc(NC(C)=O)c([N+](=O)[O-])c1 is entered as 147	98	92	103	104	103	106	109	105

New compounds follow
SMILES	NCI-H322M	NCI-H522	IGROV1	NCI/ADR-RES	NCI-H226	COLO 205	NCI-H460	SK-OV-3	NCI-H23
Cc1ccc(N(C(=O)C2CC2c2ccc(F)c(F)c2)C(C(=O)NCCN2CCOCC2)c2ccc(F)cc2)cc1 (centres undefined)	101	94	106	105	99	111	104	89	100
Nc1cc([N+](=O)[O-])ccc1N1C(=O)CCCC1=O	95	98	.	97	91	112	100	93	89
Oc1ccc2ccccc2c1N=Nc1nccs1	16	178	184	-23*	-0.2*	21	10	52	40
O=C(O)CN(Cc1ccccn1)Cc1cc(I)cc(I)c1O	44	48	59	23	74	52	22	52	64
OCC[N+]1(CCO)CCOCC1	107	111	116	109	96	115	103	109	102
CCNC(=O)N1CCc2cc(OC)c(OCCc3ccc(OC)cc3)cc2C1c1ccc(Cl)cc1C (centres undefined)	47	-16*	23	14	32	14	1.3*	55	25
CC(=NCc1ccccc1)c1ccccc1O	118	95	110	105	104	105	115	103	98
O=[N+]([O-])c1ccc(-c2nc(-c3ccccc3)c(-c3ccccc3)n2-c2ccccc2)cc1	59	-12*	-29*	5.8*	57	68	36	56	25
Cn1c2c(c(=O)n(C)c1=O)C1(C(=O)Nc3ccccc31)c1c(n(C)c(=O)n(C)c1=O)N2	97	107	103	105	98	105	105	103	104
C[N+]1(C)CCCC1c1ccccc1 (centres undefined)	98	101	.	105	101	110	105	114	95
CC#CCO[C@H]1Cc2cc3ccc(=O)oc3cc2OC1(C)C	101	87	91	102	82	107	103	102	99
O=C(CCl)OCCOc1ccccc1	94	96	103	95	94	107	101	109	97
COc1ccc2oc3c(C)c4c(c(C)c3c2c1)C(=O)N(O)C4=O	87	90	87	97	94	93	100	106	89
COc1ccc(/C=C/C(=O)CC2(O)C(=O)Nc3cc(Br)ccc32)cc1 (centres undefined)	104	85	84	103	86	117	90	104	89
c1ccc(COCCOc2ccccc2)cc1	92	.	103	100	101	112	114	103	99
CCC1([N+](=O)[O-])COC(/C=C/c2ccccc2)OC1 (centres undefined)	80	81	85	116	.	103	107	91	98
CN(C)C(=O)c1ccccc1-n1cnc2ccccc2c1=O	99	101	100	102	102	109	101	107	99
CN(C)C(=O)c1cc(-c2ccc3ncnc(NCc4ccccc4)c3c2)cnc1N	87	.	34	104	92	116	104	110	92
CC(C)(C)OC(=O)N1C/C(=C\c2ccco2)C(=O)/C(=C/c2ccco2)C1	100	76	95	88	106	118	106	92	94
O=C(Nc1ccc(OCc2ccccn2)c(Cl)c1)c1cccnn1	111	96	111	113	107	114	101	105	105
C=CC(=O)Nc1cccc(-c2nc(SC)nc(NCCN3CCOCC3)c2C#N)c1	94	76	90	95	97	114	101	108	93
O=c1[nH]c(=O)c2ncn(C3OC(CO)C(O)C3O)c2[nH]1 (centres undefined)	97	79	99	104	93	108	107	89	99
COc1ccc(-c2nc3ncnc(Sc4nnc(-c5ccc(Cl)cc5Cl)o4)c3[nH]2)cc1	95	55	79	77	92	113	93	82	81
COc1ccc(C(c2ccc(N(C)C)cc2)c2ccc(N(C)C)cc2)cc1S(=O)(=O)O	109	86	110	100	109	113	.	105	92
O=C1NC(C(=O)NCc2ccc(Cl)cc2Cl)C/C1=C/N1CCOCC1 (centres undefined)	100	87	107	98	105	115	110	107	98
CC(C)N1C(=O)S/C(=C2/SC(=O)N(C(C)C)C2=O)C1=O	93	90	99	103	102	112	102	127	94
COc1ccc(NC(=O)c2ccc(Nc3ncnc4[nH]c(C)c(C)c34)cc2)cc1	101	97	110	103	106	115	98	109	102
CC(C)(C)NCc1cc(C(C)(C)C)cc(-c2ccc(Cl)cc2)c1O	84	71	76	84	94	75	92	81	89
C=C[C@]1(C)C(Cl)=C[C@H]2C(=O)[C@@H]1c1cccc3c1c(cn3C)C2(C)C	86	92	90	90	87	102	98	112	92
CSc1cc(N)[nH]c(=O)n1	106	89	111	109	104	111	.	107	96
O=C1OC(c2ccc3c(c2)OCO3)C=C1Nc1nc(-c2ccc(Cl)cc2)cs1 (centres undefined)	97	58	98	106	91	92	109	85	97
COC(=O)c1ccc([N+](=O)[O-])cc1	100	98	104	103	102	104	110	103	93
COc1ccc(-c2oc(=O)ccc2C#Cc2cc(OC)c(OC)c(OC)c2)cc1F	106	80	112	96	108	124	94	137	97
COc1ccc(-c2cc(O)c(C(=O)N3CCOCC3)s2)cc1	96	90	105	102	92	101	106	102	96
CC12CCC3C4(C)COC(c5ccccc5F)OC4CCC3(C)C1CC(C1=CCOC1=O)O2 (centres undefined)	94	75	90	92	82	85	93	89	91
CO[C@H]1/C=C(/C)CCC[C@H](C)[C@H](O)[C@@H](C)C(=O)C(C)(C)[C@@H](O)CC(=O)O[C@@H]1/C(C)=C/c1csc(C)n1	13	-29*	13	-37*	50	-53*	6.2*	5.3*	35
COc1cc(C(=O)/C=C/c2c(-c3ccc(F)cc3)nc3sc(-c4ccccc4)c(-c4ccccc4)n23)cc(OC)c1OC	99	80	101	95	98	92	100	94	97
Cc1cc(NS(=O)(=O)c2ccc(N=Nc3c(N)nc(N)[nH]c3=O)cc2)nc(C)n1	.	114	117	107	95	113	103	107	.
C#CCOc1ccccc1C(Nc1cc(Cl)cc(Cl)c1)c1nnnn1C1CCCCC1 (centres undefined)	99	71	90	94	80	110	95	93	94
CCNC(=S)Nc1ncccc1OCc1cccc(Cl)c1	87	69	81	77	77	.	83	92	82
CN(C)CCCC(C#N)(c1ccccc1)C1CCCCC1 (centres undefined)	100	81	94	97	94	111	117	105	104
COc1ccc(C2=NN(C(C)=O)C(c3ccc(Oc4nc5c(c(=O)n(C)c(=O)n5C)n4C)c(OC)c3)C2)cc1 (centres undefined)	112	80	102	82	95	130	95	110	104
CCCCSc1ccc2nc(-c3ccc(OCCCN=C(N)N)cc3)cn2c1	91	54	52	104	72	51	44	111	64
Cc1cccc(OC(=O)c2ccccc2)c1	114	102	109	100	94	116	113	103	88
COc1ccccc1/C=C/C(=O)Nc1ccc(F)cc1	104	72	83	101	98	101	102	82	88
Cc1cc(C)cc(OCC(=O)O)c1	96	94	.	105	91	119	110	101	97
CCCCC/C(=C(\C#N)C(=O)OCC)c1ccccc1	146	101	.	104	101	102	105	96	94
CCN(CC)c1ccc(C(=C2C=CC(=[N+](CC)CC)C=C2)c2cc(O)c(S(=O)(=O)O)cc2S(=O)(=O)O)cc1	105&90	100	96&93	96&106	109&93	102&113	98&106	101&104	98&102
Cc1nc(-c2ccccc2O)ccc1C(=O)N=Nc1c(O)[nH]c2ccc(Br)cc12	100	97	90	100	81	105	100	98	96
COC(=O)c1ccc(C(=O)Nc2ccccc2N)cc1	67	75	75	53	74	106	63	93	.
O=S(=O)(NCCNc1cc(-c2cn(-c3ccccc3)nc2-c2ccccc2)ccn1)c1ccc(Br)cc1	79	70	84	62	62	39	63	83	67
